Bioassay records as filed in PubChem.
SARS 3CLpro inh = SARS-CoV 3CLpro protease inhibition; 0.14% of 290,000 active; AID 1706; recombinant SARS-CoV 3CLpro, quenched FRET peptide cleavage; P0C6X7; inhibition, % at 6 µM; in the data active = inhibition above about 12%
GDH-TPI counter = inhibits GDH-TPI coupling enzymes, artifact for Mtb FBA screen. GDH-TPI coupled enzyme counterscreen, NADH absorbance. inhibition, % at 4.8 µM. 1.2% of 360,000 active. AID 588335; in the data active = inhibition above about 30%;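 note: 0% = DMSO wells and 100% = wells lacking the enzyme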
Rv3671c protease = inhibitors of M. tuberculosis serine protease Rv3671c | inhibition, % at 5.96 µM | 0.048% of 320,000 active | P9WHR9; in the data active = inhibition above about 38%;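 note: extracellular domain of Rv3671c used as enzyme; 0% = enzyme with DMSO and 100% = no enzyme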
Target sequence (P9WHR9 whole entry, looked up, the tested form may be a part): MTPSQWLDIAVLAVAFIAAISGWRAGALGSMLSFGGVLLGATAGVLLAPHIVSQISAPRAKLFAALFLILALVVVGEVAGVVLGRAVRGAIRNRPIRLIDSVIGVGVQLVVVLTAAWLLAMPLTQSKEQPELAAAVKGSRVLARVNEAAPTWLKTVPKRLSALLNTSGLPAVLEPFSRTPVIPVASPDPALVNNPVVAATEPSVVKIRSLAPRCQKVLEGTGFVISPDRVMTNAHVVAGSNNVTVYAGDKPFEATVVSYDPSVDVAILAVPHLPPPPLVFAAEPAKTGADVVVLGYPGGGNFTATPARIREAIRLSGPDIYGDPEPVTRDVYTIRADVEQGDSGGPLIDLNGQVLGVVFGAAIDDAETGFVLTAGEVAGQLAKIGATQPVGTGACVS
MazEF act = MazEF (E. coli) toxin RNase activation. P0AE70. 0.32% of 350,000 active. activation, % at 20 µM. FAM/BHQ RNA-DNA oligo cleavage fluorescence, 5 h; in the data active = activation above about 50%
Target sequence (P0AE70 whole entry, looked up): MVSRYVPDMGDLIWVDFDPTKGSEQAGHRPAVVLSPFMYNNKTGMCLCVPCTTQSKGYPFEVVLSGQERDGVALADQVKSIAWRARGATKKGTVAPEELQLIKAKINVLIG
PriA SSB inh = inhibitors of Klebsiella pneumoniae PriA binding to SSB C-terminal tail. AlphaScreen SSBct-PriA binding, biotinylated peptide. inhibition, % at 33 µM. 0.6% of 430,000 active. AID 1272365; in the data active = inhibition mostly above about 37%, no sharp cut-off; inactive = mostly below about 20%;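 note: plate controls were negative control peptide for no effect and reference peptide for full effect; strong numbers were not always called active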
Mtb FBA inh = inhibits M. tuberculosis FBA enzyme | purified M. tuberculosis FBA, fluorescence read-out | inhibition, % at 1 µM | 2.3% of 360,000 active; in the data active = inhibition above about 27%;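 note: 0% = vehicle and 100% = reference inhibitor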
Target sequence (P9WQA3 whole entry, looked up): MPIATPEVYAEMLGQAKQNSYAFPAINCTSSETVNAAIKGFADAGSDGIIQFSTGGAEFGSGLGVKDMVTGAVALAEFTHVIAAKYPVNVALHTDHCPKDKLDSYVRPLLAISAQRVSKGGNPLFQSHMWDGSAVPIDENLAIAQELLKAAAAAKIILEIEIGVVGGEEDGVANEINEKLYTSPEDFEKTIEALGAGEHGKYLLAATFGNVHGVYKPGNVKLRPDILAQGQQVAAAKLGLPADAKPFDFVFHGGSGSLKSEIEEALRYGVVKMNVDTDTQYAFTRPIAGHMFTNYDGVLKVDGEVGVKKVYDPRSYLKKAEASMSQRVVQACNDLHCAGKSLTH
Vc quorum ag = quorum light induction in luxS cqsA deficient V. cholerae | V. cholerae BH1578 lux reporter, luminescence, 6 h | activation, % at 18.7 µM | 0.16% of 350,000 active | AID 588436; in the data active = activation mostly above about 9.7%, no sharp cut-off; note: not every result past the cut was called active; inactives centre near 0; reference of the scale not given here
BioA inh = blocks M. tuberculosis BioA enzyme activity; purified M. tuberculosis BioA enzyme, plate reader; inhibition, % at 9.99 µM; 0.096% of 360,000 active; in the data active = inhibition above about 40%
Mtb UGM inh = inhibitors of M. tuberculosis UDP-galactopyranose mutase; P9WIQ1; purified UGM, fluorescence polarization probe displacement; inhibition, % at 10 µM; 0.06% of 320,000 active; AID 504406; in the data active = inhibition above about 10%, passing the limit was not always enough
DUSP3 inh = inhibitors of human VHR1 phosphatase (DUSP3); P51452; recombinant VHR phosphatase, pNPP absorbance; inhibition, % at 13.3 µM; 0.52% of 290,000 active; in the data active = inhibition above about 50%; note: some compounds called inactive have numbers as strong as hits
Target sequence (P51452 whole entry, looked up): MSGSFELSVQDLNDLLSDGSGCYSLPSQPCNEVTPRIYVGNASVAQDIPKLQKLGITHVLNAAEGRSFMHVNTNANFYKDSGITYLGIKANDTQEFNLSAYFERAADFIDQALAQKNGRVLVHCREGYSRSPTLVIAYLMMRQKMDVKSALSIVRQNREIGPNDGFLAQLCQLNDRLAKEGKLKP
* = called active by the depositor; i = inactive; . = not tested or not shown; & = joins results of further samples.

SMILES	SARS 3CLpro inh	GDH-TPI counter	Rv3671c protease	MazEF act	PriA SSB inh	Mtb FBA inh	Vc quorum ag	BioA inh	Mtb UGM inh	DUSP3 inh
Cc1nnc(C)n1/N=C/c1ccccn1	0	-5	0	9	.	2	-6.6	.	0.6	-2
CCOCCn1cnc2sc(C(=O)Nc3nc(C)c(C(=O)OCC)s3)c(C)c2c1=O	2	.	3	.	.	.	.	.	-0.4	34
COc1cccc(-c2nnc(NC(=O)c3ccc(S(=O)(=O)N4CCOCC4)cc3)o2)c1	-4	29	-16	-4	-5	3	-5.6	-0.9	1.4	26
CC(C)c1ccc(OCC(=O)Nc2ccccc2C(=O)N2CCOCC2)cc1	5	-6	2	5	-1	-1	7.7	-0.5	-2.0	4
CN(C(=O)c1ccc(NC(=O)Cc2ccc(NC(=O)C3CCN(C(=O)C4CC4)CC3)cc2)cc1)C1CCCC1	.	1	.	-1	10	0	1.1	-0.9	.	.
Nc1[nH]c(=S)[nH]c(=O)c1-c1ccccc1	3	2	-4	3	-10	-5	-1.3	-1.7	-1.4	5
Cc1ccccc1N1C(=O)N(c2cccc(C(F)(F)F)c2)C2CS(=O)(=O)CC21 (configuration not stated)	-4	3	-2	-2	-2	5	i	0.9	0.8	15
N/C(=N\O)c1ccc(Cl)cc1Cl	4	2	-5	-4	.	2	-0.4	-2.2	1.1	10
Nc1cccc(-c2nc3ncccc3o2)c1	10	10	2	5	0	2	3.8	4.1	-1.0	6
COc1ccccc1S(=O)(=O)Nc1cc(C)nn1-c1ccc(C)cc1	5	-4	-10	1	4	-2	i	-2.3	0.1	7
C#C[C@]1(O)CCC2C3C(CC[C@@]21C)[C@@]1(C)CC[C@@H](O)CC1=C[C@H]3O (some centres not stated)	.	11	-3	-1	-9	-2	-15	-1.0	-1.7	.
COc1cc(NC(=O)OCc2ccccc2)c2ncccc2c1	.	8	.	3	-10	4	0.8	-0.5	.	.
Cc1ccc(C=Nc2ccc(N(C)C)cc2)o1	4	5	-33	-2	74	-1	3.7	-1.5	3.1	8
COc1ccccc1NC(=O)N(C)C[C@@H]1OCc2cnnn2CCCC(=O)N([C@@H](C)CO)C[C@@H]1C	.	4	.	4	.	-1	i	0.2&1.4	.	.
CCCCCN(C(=O)CCC(=O)OCCOc1ccc(OCC)cc1)c1c(N)n(CCCC)c(=O)[nH]c1=O	.	1	-2	4	2	11	-5.3	.	1.0	.
Cc1oc(-c2ccccc2F)nc1CS(=O)(=O)CC(=O)N1CCOCC1	2	-4	2	1	-3	5	-0.6	-1.1	-3.5	15
Cc1ccc(NC(=O)c2cc(N3C(=O)C=CC3=O)ccc2N2CCOCC2)cc1Cl	2	10	-14	-4	-4	-3	-0.3	.	0.5	0
CCC(NC(=O)c1ccccc1Br)c1ccccc1 (configuration not stated)	4	5	-4	5	-12	5	-0.4	.	0.2	8
O=C(CCSc1ccccc1)NCCN1CCOCC1	6	9	12	1	-29	1	i	0.6	-2.6	0
Cc1ccc(S(=O)(=O)N2CCC(C(=O)OCC(=O)NCc3cccc(Cl)c3)CC2)cc1C	.	-8	-6	1	7	-1	1.2	-2.0	0.8	.
CCOc1ccc(N(CC(=O)NC(C)(C)C)S(=O)(=O)c2c(C)noc2C)cc1	-5	3	-2	12	-9	-1	-0.1	0.1	0.4	-13
COC(=O)C1OC(OC2CC[C@]3(C)C(CC[C@@]4(C)[C@@H]3CC=C3[C@@H]5CC(C)(C)CC[C@]5(C(=O)OC5OC(CO)C(O)C(O)C5O)CC[C@]34C)C2(C)C)C(O)C(O)C1O[C@H]1OCC(O)C(O)C1O (some centres not stated)	.	2	-21	-26	-7	4	-1.0	-0.9	4.6	.
Cn1c(=O)cc(Nc2ccccc2)[nH]c1=O	-1	-2	-6	7	-3	0	-0.8	-0.9	1.4	38
O=C(N/N=C\c1ccc(F)cc1)c1cc(OCC(F)(F)F)ccc1OCC(F)(F)F	-3	7	-7	-1	.	0	-0.2	-1.3	0.7	41
CN(C)S(=O)(=O)c1cccc(C(=O)N(Cc2ccc(F)cc2)Cc2ccco2)c1	3	6	6	1	10	1	i	1.8	-1.6	21

Additional records.
SMILES	SARS 3CLpro inh	GDH-TPI counter	Rv3671c protease	MazEF act	PriA SSB inh	Mtb FBA inh	Vc quorum ag	BioA inh	Mtb UGM inh	DUSP3 inh
CCOC(=O)C1CCN(c2cc(=O)n(-c3ccc(OC)cc3)c(=O)[nH]2)CC1	-3	-10	-10	3	2	0	-0.2	-0.7	2.2	24
CCOC(=O)C1CCN(C(=O)CCCn2nc(C)c3c(C)n(-c4ccc(C)cc4)nc3c2=O)CC1	-2	9	10	3	-1	4	-2.6	12	-0.6	-13
CCN(CC)CCNC(=O)c1cc2cc(Br)ccc2s1	2	2	0	4	-9	-2	i	.	0.6	21
CCCc1cc(=O)oc2cc(OC(C)C(=O)NC3CC(C)(C)NC(C)(C)C3)ccc12 (configuration not stated)	-2	2	-1	13	-8	14	-0.5	1.6	1.4	13
CC(C)CC(NC(=O)C1CCC(C)CC1)C(=O)NCCN1CCOCC1 (configuration not stated)	4	-6	-5	0	5	-2	-0.6	0.3	-3.3	2
CCCn1c(C)cc(C(=O)COC(=O)c2ccc[nH]c2=O)c1C	5	11	6	9	-8	1	-0.3	-0.6	0.3	2
CSc1cccc(NC(=O)C2CCCN(S(C)(=O)=O)C2)c1 (configuration not stated)	.	5	.	4	.	-2	-0.3	0.0	.	.
COc1ccc(C(=O)NCc2nnc(SCC(=O)N3CCOCC3)o2)cc1OC	3	-5	11	-6	4	2	2.9	.	0.0	10
CCOC(=O)CNC(=O)CCc1nnc2ccc(N3CCC(C)CC3)nn12	-3	5	6	-1	4	0	-1.4	0.5	1.9	2
C[C@H]1COC(=O)[C@H](CC(=O)OC(C)(C)C)C/C=C\C[C@@H](CC(=O)N(CCO)Cc2ccccc2)C(=O)N1	.	0	-4	-2	6	6	-1.2	-0.6	0.8	.
N/C(=N\OC(=O)/C=C/c1ccc(Br)cc1)c1ccccn1	5	4	-5	4	.	5	0.0	-0.4	-2.3	1
CCOC(=O)C1CCCN(C(=O)CNC(=O)c2ccc(Br)o2)C1 (configuration not stated)	.	-3	7	-7	-9	4	i	-0.5	0.0	.
CN(C)/N=C/C=C1\CCC/C(=C/c2cccs2)C1=O	0	21	-15	-102	i	-10	-0.5	.	0.9	17
Cc1cccc(N2C(=O)C3C4CC(C(Br)C4Br)C3C2=O)n1 (configuration not stated)	7	4	6	4	-20	6	i	1.2	0.3	19
COc1ccc(OCc2cc(C(=O)NCCN3CCCc4ccccc43)no2)c(Cl)c1	2	6	-1	-2	14	0	-0.3	-1.5	1.3	6
CC(C)C1C(=O)N(Cc2cn(CCC3OCCO3)nn2)CCS(=O)(=O)N1Cc1ccc(-c2ccc(Cl)c(Cl)c2)cc1 (configuration not stated)	.	5	.	15	.	3	-0.5	.	.	.
O=C1CC(C(=O)N2CCN(Cc3ccccc3)CC2)CN1Cc1ccccc1 (configuration not stated)	.	4	8	6	-1	-3	i	-0.1	-0.9	.
CC1CC(C)(C)NCc2ccccc21 (configuration not stated)	-1	7	-4	5	5	2	-0.5	-0.2	-1.4	8
OCCc1ccc(O)cc1	.	1	-2	4	1	-2	-0.2	-0.5	-1.2	.
CCCOCC(O)CC(CC)C(=O)NNC(=S)Nc1ccccc1 (configuration not stated)	2	1	-3	4	-7	-1	-0.4	.	-3.1	-1
COc1ccc(C2CC(c3ccc(Br)cc3)=NN2C(=O)c2cccnc2)cc1 (configuration not stated)	1	19	-21	-3	-16	-1	-0.4	1.9	1.1	28
CCN=C1S/C(=C\c2cc(OCC)c(O)cc2Br)C(=O)N1CC	2	-5	-4	-14	-12	-7	i	.	-2.2	39
C=CCOc1ccc(S(C)(=O)=O)cc1	1	-5	-2	3	-13	1	i	.	0.0	7
CCOC(=O)/C(N=Nc1ccc(F)cc1)=C(/O)c1ccc([N+](=O)[O-])cc1	5	-2	-11	-28	.	7	1.5	-0.6	1.0	29
CCOc1cccc(CN2CCC(Oc3ccc(C(=O)N4CCCC4)cc3)CC2)c1O	.	6	.	10	.	-4	i	12	.	.

Some of these compounds in order of length of the SMILES, low to high.
SMILES	SARS 3CLpro inh	GDH-TPI counter	Rv3671c protease	MazEF act	PriA SSB inh	Mtb FBA inh	Vc quorum ag	BioA inh	Mtb UGM inh	DUSP3 inh
OCCc1ccc(O)cc1	.	1	-2	4	1	-2	-0.2	-0.5	-1.2	.
CC1CC(C)(C)NCc2ccccc21 (configuration not stated)	-1	7	-4	5	5	2	-0.5	-0.2	-1.4	8
CCN(CC)CCNC(=O)c1cc2cc(Br)ccc2s1	2	2	0	4	-9	-2	i	.	0.6	21
CCCOCC(O)CC(CC)C(=O)NNC(=S)Nc1ccccc1 (configuration not stated)	2	1	-3	4	-7	-1	-0.4	.	-3.1	-1
N/C(=N\OC(=O)/C=C/c1ccc(Br)cc1)c1ccccn1	5	4	-5	4	.	5	0.0	-0.4	-2.3	1
CCN=C1S/C(=C\c2cc(OCC)c(O)cc2Br)C(=O)N1CC	2	-5	-4	-14	-12	-7	i	.	-2.2	39
CC(C)CC(NC(=O)C1CCC(C)CC1)C(=O)NCCN1CCOCC1 (configuration not stated)	4	-6	-5	0	5	-2	-0.6	0.3	-3.3	2
CCOc1cccc(CN2CCC(Oc3ccc(C(=O)N4CCCC4)cc3)CC2)c1O	.	6	.	10	.	-4	i	12	.	.
COc1ccc(OCc2cc(C(=O)NCCN3CCCc4ccccc43)no2)c(Cl)c1	2	6	-1	-2	14	0	-0.3	-1.5	1.3	6
CCOC(=O)C1CCN(c2cc(=O)n(-c3ccc(OC)cc3)c(=O)[nH]2)CC1	-3	-10	-10	3	2	0	-0.2	-0.7	2.2	24
CCCc1cc(=O)oc2cc(OC(C)C(=O)NC3CC(C)(C)NC(C)(C)C3)ccc12 (configuration not stated)	-2	2	-1	13	-8	14	-0.5	1.6	1.4	13
CCOC(=O)C1CCN(C(=O)CCCn2nc(C)c3c(C)n(-c4ccc(C)cc4)nc3c2=O)CC1	-2	9	10	3	-1	4	-2.6	12	-0.6	-13

Further structures.
SMILES	SARS 3CLpro inh	GDH-TPI counter	Rv3671c protease	MazEF act	PriA SSB inh	Mtb FBA inh	Vc quorum ag	BioA inh	Mtb UGM inh	DUSP3 inh
COc1ccc(/C(N)=N/OC(=O)C2CCC(=O)N2S(=O)(=O)c2ccc(C)cc2)cc1 (configuration not stated)	-7	10	-5	8	.	4	-0.3	.	-2.1	-13
CC(=O)N1CC(=O)Nc2ccc(Cl)cc2C1c1ccc(F)cc1 (configuration not stated)	1	-5	0	-1	-8	1	i	4.2	-1.2	23
C[C@@H](NC(=O)c1[nH]cnc1C(=O)Nc1ccc(Cl)cc1)c1ccccc1	.	13	-15	-16	0	5	-1.0	0.0	2.0	.
NC(=O)COC(=O)c1ccc(Oc2ccccc2)cc1	1	5	0	8	-22	0	i	2.9	-0.2	-12
CCOC(=O)c1cc(CC)sc1NC(=O)C(c1ccccc1)c1ccccc1	-9	9	-8	-8	-17	0	i	-4.1	0.6	-1
Cc1cc(C)c(C)c(C(=O)C(=O)c2ccccc2)c1	.	0	.	-1	-9	2	-1.1	.	.	.
Nc1c(C(=O)NCC2CCCO2)c2nc3ccccc3nc2n1/N=C/c1ccncc1 (configuration not stated)	.	1	.	-15	.	1	0.1	.	.	.
Cc1ccc(C)c(/C(O)=C2\C(=O)C(=O)N(Cc3cccnc3)C2c2cccnc2)c1 (configuration not stated)	0	37*	0	5	.	-16	i	0.4	-1.3	11
Cc1cc(C)c(S(=O)(=O)NCC(=O)NCc2cc(=O)n(C)c(=O)n2C)c(C)c1	-3	0	-5	-20	-11	3	-0.2	-0.9	-0.6	-32

Some of the compounds tested; count on the stated rates, not on these rows.
